Source: PubChem
MT1-MMP act inh – MT1-MMP (human) activation inhibition; actives 0.061% (n = 360,000); P50281; GFP/RFP ratio change, % at 20 µM; HT1080 RFP-PRO-GFP cells, GFP/RFP ratio fluorescence, overnight; percent of plate control window, DMSO zero;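 active = GFP/RFP ratio change of at least 30% with cell ATP level not reduced by more than half and red fluorescence within 50% of control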; also: strong numbers were not always called active
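Read-out: GFP/RFP fluorescence ratio; Test system: RFP-PRO-GFP reporter HT1080 cells; Compound dosing: single-point 20 µM compound, 1% DMSO; Times: overnight compound exposure at 37 °C.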
FAS TE block – blocks the thioesterase domain of human fatty acid synthase | P49327 | recombinant FAS-TE, OMFH fluorogenic substrate, fluorescence endpoint | inhibition, % at 15 µM | actives 0.67% (n = 360,000) | AID 602261;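 active = compounds whose normalised, plate-corrected inhibition of enzyme fluorescence in the single-dose primary screen is 50% or more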;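 also: 0% = DMSO with enzyme and 100% = substrate without enzyme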
Rin1-Abl PPI inh – inhibitors of human Rin1-Abl protein interaction | inhibition, % at 7.35 µM | AID 588664 | TR-FRET Rin1/Abl binding, biochemical | actives 0.4% (n = 360,000); in the data active = inhibition above about 5%, passing the limit was not always enough
E coli Lon inh – E. coli protease La inhibition. actives 0.42% (n = 360,000). inhibition, % at 7.94 µM. AID 602123. purified E. coli Lon protease, fluorescence polarization; in the data active = inhibition above about 13%, passing the limit was not always enough;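 also: 0% = enzyme with probe and DMSO and 100% = no enzyme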
Neddyl block – inhibitors of human cullin neddylation | calls only at 25 µM | P61081+Q13564 | TR-FRET cullin neddylation, biochemical | actives 0.58% (n = 360,000) | AID 651699; in the data active = inhibition above about 36%
Target sequence (P61081 whole entry, looked up): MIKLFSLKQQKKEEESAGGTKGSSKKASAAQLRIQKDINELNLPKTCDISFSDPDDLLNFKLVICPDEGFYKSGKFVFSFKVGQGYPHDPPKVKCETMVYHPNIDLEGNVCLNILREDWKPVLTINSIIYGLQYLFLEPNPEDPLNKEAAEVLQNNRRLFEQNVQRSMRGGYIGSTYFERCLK
Target sequence (Q13564 whole entry, looked up): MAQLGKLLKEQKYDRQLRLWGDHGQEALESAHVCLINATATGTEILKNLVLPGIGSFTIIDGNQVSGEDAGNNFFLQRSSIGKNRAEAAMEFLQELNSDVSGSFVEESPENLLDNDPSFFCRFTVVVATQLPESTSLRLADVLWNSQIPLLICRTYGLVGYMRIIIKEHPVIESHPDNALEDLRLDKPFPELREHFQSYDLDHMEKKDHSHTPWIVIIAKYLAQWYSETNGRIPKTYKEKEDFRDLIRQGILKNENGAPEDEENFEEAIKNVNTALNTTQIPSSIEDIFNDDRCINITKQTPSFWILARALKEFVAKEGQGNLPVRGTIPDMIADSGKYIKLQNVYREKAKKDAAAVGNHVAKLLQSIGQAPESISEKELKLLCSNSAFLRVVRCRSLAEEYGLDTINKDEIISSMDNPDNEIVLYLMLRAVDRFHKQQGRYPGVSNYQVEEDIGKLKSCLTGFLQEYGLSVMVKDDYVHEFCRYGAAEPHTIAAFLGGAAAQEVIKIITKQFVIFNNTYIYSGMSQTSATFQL
MLLE-PAM2 inh – blocks PAM2 peptide binding to the PABP1 MLLE domain; P11940; GST-MLLE / FITC-PAM2 fluorescence polarization; inhibition, % at 20 µM; actives 0.36% (n = 360,000); in the data active = inhibition above about 35%, passing the limit was not always enough;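 also: plate controls were DMSO wells with GST-MLLE for no effect and wells lacking GST-MLLE protein for full effect; some results filed as inactive read as strong as hits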
SKN-1 inh – C. elegans SKN-1 inhibition; C. elegans VP596 Pgst-4::GFP/RFP ratio, acrylamide-induced, 24 h; inhibition, % at 21.8 µM; AID 624304; actives 0.49% (n = 360,000);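 active = interference check ratio from 0.5 to 1.5 plus GFP to RFP signal ratio inhibition reaching or exceeding a fixed threshold, cut at about 30% in these data, passing the limit was not always enough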; also: some compounds called inactive have numbers as strong as hits
CendR NRP1 mod – NRP-1/CendR interaction modulation | O14786 | FAM-RPARPAR peptide binding to NRP-1, fluorescence polarization | inhibition, % at 25 µM | actives 0.85% (n = 360,000);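 active = inhibition or corrected inhibition above about 18%, plus a signal ratio from 0.5 to 1.5, limit read from the data, passing the limit was not always enough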; also: strong numbers were not always called active
bovine MsrA act – bovine methionine sulfoxide reductase A activation; purified bovine MsrA, absorbance read-out; activation, % at 10.6 µM; actives 0.3% (n = 360,000); AID 602163; in the data active = activation above about 7.5%;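 also: 0% = vehicle and 100% = reference activator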
The depositor's hits bear a star; i = inactive.

Sample of the layout:
SMILES	MT1-MMP act inh	FAS TE block	Rin1-Abl PPI inh	E coli Lon inh	Neddyl block	MLLE-PAM2 inh	SKN-1 inh	CendR NRP1 mod	bovine MsrA act
COCCn1c(=NC(=O)c2ccc(S(=O)(=O)N3CCc4ccccc4C3)cc2)sc2cc(OC)ccc21	1	39	2	-1	i	-1	10	-13	1
Cc1cccc(C2CC(c3ccc(F)cc3)Nc3nc(N)nn32)c1 (configuration not stated)	-3	-10	2	7	i	-9	3	5	-1
O=C(O)CCCC(=O)NCc1ccccn1	1	-8	2	-12	i	5	2	4	-1
CC(C)CC(=O)Nc1ccc(N2CCOCC2)cc1	5	-11	-3	-1	i	-5	0	3	3
CC1(C)N([O-])C(c2ccccc2)=C[N+](=O)C1(C)C	2	-7	0	-1	i	-3	-1	3	-4
CCn1cc(C(=O)NCC(OC)OC)c(=O)c2cc(S(=O)(=O)N3CCOCC3)ccc21	-6	-1	1	0	i	-6	1	12	-3

Results (from the top)
SMILES	MT1-MMP act inh	FAS TE block	Rin1-Abl PPI inh	E coli Lon inh	Neddyl block	MLLE-PAM2 inh	SKN-1 inh	CendR NRP1 mod	bovine MsrA act
COCCn1c(=NC(=O)c2ccc(S(=O)(=O)N3CCc4ccccc4C3)cc2)sc2cc(OC)ccc21	1	39	2	-1	i	-1	10	-13	1
Cc1cccc(C2CC(c3ccc(F)cc3)Nc3nc(N)nn32)c1 (configuration not stated)	-3	-10	2	7	i	-9	3	5	-1
O=C(O)CCCC(=O)NCc1ccccn1	1	-8	2	-12	i	5	2	4	-1
CC(C)CC(=O)Nc1ccc(N2CCOCC2)cc1	5	-11	-3	-1	i	-5	0	3	3
CC1(C)N([O-])C(c2ccccc2)=C[N+](=O)C1(C)C	2	-7	0	-1	i	-3	-1	3	-4
CCn1cc(C(=O)NCC(OC)OC)c(=O)c2cc(S(=O)(=O)N3CCOCC3)ccc21	-6	-1	1	0	i	-6	1	12	-3
O=C(CSc1nncs1)NC1CCCc2ccccc21 (configuration not stated)	-2	0	3	5	i	4	-5	4	-2
CCC(C(=O)NC1CCCCCC1)n1nc(C)n2c(cc3occc32)c1=O (configuration not stated)	-1	-2	3	0	i	-5	14	8	-3
Cc1ccnc(N2CCC(C(=O)NCc3ccc4c(c3)OCO4)CC2)n1	5	-4	-1	8	i	-6	2	8	1
C/C=C(\C)C(=O)Nc1cccc(C2=NOC3(C2)C[C@@H](C(N)=O)N(C(=O)/C(C)=C/C)C3)c1 (some centres not stated)	-3	-8	2	0	i	7	2	8	0
COc1ccc(S(=O)(=O)NC(N)=NCCc2ccccc2)cc1	3	-7	2	-1	i	2	0	-5	-2
CCN1C(=O)c2ccccc2S(=O)(=O)c2ccc(C(=O)NCCCN(CC(C)C)CC(C)C)cc21	0	0	-4	-1	i	6	12	-1	-1
COc1ccccc1N1CCN(CC(=O)N2N=CCC2c2ccccc2)CC1 (configuration not stated)	-2	-11	1	3	i	7	4	-4	-6
Cc1cc(-c2ccc(NS(=O)(=O)c3ccccc3)c(C)c2)ccc1NS(=O)(=O)c1ccccc1	0	9	-1	-13	i	0	-3	2	-12
COc1ccccc1-n1cnc2c(c1=O)c1nc3ccccc3nc1n2-c1ccc(C)cc1	-9	46	-1	1	i	9	7	8	-4
Cc1nc(NC(=O)/C=C/c2ccco2)sc1C	-8	-8	-2	-11	i	-9	0	6	-11
Cc1ccc(C2=C(c3ccc([N+](=O)[O-])cc3)C(=O)OC2)cc1C	-6	3	2	-7	i	-34	-2	-15	-5
C/C(Cc1ccccc1)=N\NC(=O)CNC(=O)c1cccc(Cl)c1	-3	2	0	1	i	23	-16	0	-5
Cc1ccc(-n2nnnc2SCn2nnc3ccccc3c2=O)c(C)c1	5	9	2	-18	i	-15	5	-11	-8
O=S(=O)(Nc1ccc(S(=O)(=O)Nc2nccs2)cc1)c1ccc2c(c1)OCCO2	0	-5	-2	-4	i	-9	-31	-6	-10
O=C(c1ccc(Cl)c(Cl)c1)N1CCC(=O)N(C(COCc2ccccc2)Cc2ccccc2)CC1 (configuration not stated)	2	40	9.5*	6	i	6	-3	2	1
COc1cc(C=NOC(=O)Nc2ccccc2)cc(OC)c1OC	-2	6	3	-11	i	1	3	12	2
Cc1nc(NC(=O)c2cncc(Br)c2)ccc1Br	0	-3	1	2	i	-2	-1	7	-2
Cc1[nH]n(-c2ccccc2)c(=O)c1/C=N/N1CCOCC1	1	-8	3	-3	i	7	-3	-8	-3
CCCn1c2ccc(/C(C)=N\O)cc2c2cc(/C(C)=N/O)ccc21	11	-32	3	-1	i	2	-16	-5	-6
COC(=O)c1cccc(C(=O)N2CCC(CCC(=O)NCc3ccc(F)cc3)CC2)c1	3	-8	-2	-6	i	-9	0	8	1
Cc1nn(CC(=O)N2CC(=O)Nc3ccccc32)c(C)c1[N+](=O)[O-]	-2	-5	2	4	i	-6	-6	9	-2
O=C(Nc1cccc([N+](=O)[O-])c1)c1cc(S(=O)(=O)Nc2ccccn2)ccc1Cl	1	2	0	3	i	-4	-1	17	-4
COc1ccc(/C=N/NC(=O)CN(c2ccc(OC)cc2)S(=O)(=O)c2ccccc2)cc1	-4	34	2	-1	i	13	0	7	-3
C=CCN1C(=O)NC2(CCCCC2)C1=O	-3	-4	4	-2	i	-3	23	-3	0
O=C(NN1C(=O)C2C3c4ccccc4C(c4ccccc43)C2C1=O)C1CC1 (configuration not stated)	0	-6	4	-2	i	2	-3	1	-8
Cc1ccccc1C(=O)Nc1cccc(C#N)c1	2	-2	4	1	i	-2	1	1	2
O=S(=O)(NCC(c1ccco1)N1CCN(c2ccccc2F)CC1)c1ccc(F)cc1 (configuration not stated)	3	24	0	-12	i	1	-6	8	-4
CSc1ncnc2c1ncn2CCCNCCc1ccccn1	-7	-6	-2	-4	i	-6	3	-3	0
Cc1ccc(SCc2c(C(=O)N/N=C/c3ccco3)nnn2-c2nonc2N)cc1	-2	-8	-6	-13	i	-7	2	-5	-1
CC(NC1CCCC1)c1ccccc1 (configuration not stated)	-3	-4	-3	8	i	-3	2	-5	-3
CC(=O)c1ccc(OCCn2cnc3ccccc32)cc1	3	-11	2	-2	i	6	-3	-5	-4
COCCCNC(=S)N(CCN(C)C)Cc1cc2cc3c(cc2[nH]c1=O)OCCO3	0	-7	-1	-9	i	-100	0	-2	-5
Cc1cccc(-c2noc(CCCC(=O)Nc3ccc(C(N)=O)cc3)n2)c1	-2	-1	1	-9	i	8	-11	-8	-5
CC(C)c1ccc(S(=O)(=O)N2CCN(C(=O)CN3C(=O)NC(C)(c4ccccc4)C3=O)CC2)cc1 (configuration not stated)	-4	12	4	2	i	4	23	3	-1

Single records (already shown):
O=C(c1ccc(Cl)c(Cl)c1)N1CCC(=O)N(C(COCc2ccccc2)Cc2ccccc2)CC1 (configuration not stated) as listed: MT1-MMP act inh = 2; FAS TE block = 40; Rin1-Abl PPI inh = 9.5*; E coli Lon inh = 6; Neddyl block = i; MLLE-PAM2 inh = 6; SKN-1 inh = -3; CendR NRP1 mod = 2; bovine MsrA act = 1
CCCn1c2ccc(/C(C)=N\O)cc2c2cc(/C(C)=N/O)ccc21 as listed: MT1-MMP act inh = 11; FAS TE block = -32; Rin1-Abl PPI inh = 3; E coli Lon inh = -1; Neddyl block = i; MLLE-PAM2 inh = 2; SKN-1 inh = -16; CendR NRP1 mod = -5; bovine MsrA act = -6

Continued.
SMILES	MT1-MMP act inh	FAS TE block	Rin1-Abl PPI inh	E coli Lon inh	Neddyl block	MLLE-PAM2 inh	SKN-1 inh	CendR NRP1 mod	bovine MsrA act
Cc1cccc(C)c1NC(=O)N1C2CCCC1CC(NC(=O)C(C)(C)C)C2 (configuration not stated)	2	-7	1	-9	i	15	6	12	-1
CCN1CCN(CC(=O)Nc2ccc(Cl)c(Cl)c2)C(=O)C1=O	-1	5	1	-12	i	13	4	8	-2
COc1ccccc1CNC(=O)COC(=O)c1cccc(-n2cnnn2)c1	9	9	-2	-10	i	-10	8	-7	-1
CC1(C(=O)NS(=O)(=O)c2ccccc2)CCN1C(=O)Cc1ccc(-c2ccccc2)cc1 (configuration not stated)	0	-8	1	10	i	-1	15	3	-1
COc1ccc(C2CCCN2C(=O)Nc2ccc(Cl)cc2)cc1OC (configuration not stated)	5	5	3	-8	i	15	14	-1	0
COc1ccccc1CC1(C)C(=O)Nc2c(Cl)cccc21 (configuration not stated)	0	1	1	-16	i	12	3	-2	-3
Cc1cc(C)c(C)c(S(=O)(=O)N2CCC(C(=O)NC3=NCCS3)CC2)c1C	1	5	1	8	i	14	0	-8	-4
CC1CCCN(C2(O)C(=O)Nc3ccc(Br)cc32)C1 (configuration not stated)	-2	3	0	4	i	-10	8	13	0
COc1ccccc1NC(=O)CNC(=O)Cn1cnc2sc(C)c(C)c2c1=O	2	-4	1	-1	i	18	0	14	-2
CCOc1ncccc1C(=O)OCCN1C(=O)c2ccccc2C1=O	5	0	2	0	i	9	9	-4	-1
O=C(CN1C(=O)c2ccccc2S1(=O)=O)NC1CCCCCC1	0	-4	0	-1	i	-6	-4	5	-2
O=c1c2ccccc2[nH]c(=S)n1Cc1ccc2c(c1)OCO2	-4	-2	-3	4	i	-71	0	-6	-2
CCOC(=O)C1=CN(Cc2ccco2)S(=O)(=O)N(CC)C1c1cccc(OC)c1 (configuration not stated)	-1	12	-2	-8	i	3	-8	-6	-8
OCC#CCSc1nnc(-c2ccncc2)o1	-9	-11	2	-19	i	-46	-8	3	-15
C=CC(=O)N1C/C(=C/c2ccc(Cl)cc2)C(=O)/C(=C\c2ccc(Cl)cc2)C1	-5	19	4	0	i	1	15	-17	-5
O=C(Oc1ccc(Cl)c2cccnc12)c1ccco1	-1	5	-2	-5	i	-5	-5	1	-1
CCNC(=O)COC(=O)c1ccc(NS(=O)(=O)c2ccc3c(c2)OCCO3)cc1	-1	2	0	-2	i	-12	4	6	-2
O=C(O)c1ccc(NC(CSCc2ccccc2F)C(=O)O)c([N+](=O)[O-])c1 (configuration not stated)	3	-8	-3	16	i	22	1	13	-3
Cc1oc(-c2ccc(Cl)cc2)nc1CSCC(=O)NCCCN1CCOCC1	11	-1	1	8	i	8	11	11	0
COc1ccc2c3n(nc2c1)CCN=C3c1cc(Cl)c(N)c(Cl)c1	-16	5	1	-15	i	4	-4	11	-3

7 entries from above, sorted by the value under MLLE-PAM2 inh, rising.
SMILES	MLLE-PAM2 inh
CCn1cc(C(=O)NCC(OC)OC)c(=O)c2cc(S(=O)(=O)N3CCOCC3)ccc21	-6
COc1cc(C=NOC(=O)Nc2ccccc2)cc(OC)c1OC	1
O=C(NN1C(=O)C2C3c4ccccc4C(c4ccccc43)C2C1=O)C1CC1 (configuration not stated)	2
O=C(CSc1nncs1)NC1CCCc2ccccc21 (configuration not stated)	4
CCN1C(=O)c2ccccc2S(=O)(=O)c2ccc(C(=O)NCCCN(CC(C)C)CC(C)C)cc21	6
COc1ccccc1NC(=O)CNC(=O)Cn1cnc2sc(C)c(C)c2c1=O	18
O=C(O)c1ccc(NC(CSCc2ccccc2F)C(=O)O)c([N+](=O)[O-])c1 (configuration not stated)	22
